MKP-3 inhibition – MKP-3 phosphatase inhibitors, primary screen, biochemical, rat enzyme, in vitro (AID 425) | recombinant MKP-3 phosphatase activity, fluorescence; higher % means a stronger effect | one-dose inhibition, % at 20 µM; IC50 in µM for titrated hits | 0.17% of 110,000 active; in the data active means inhibition above about 50%;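 further: plate controls were vehicle for no effect and reference inhibitor for full effect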
Hsp70 inhibitors – small molecules displacing fluorescent ligand from Hsp70 – biochemical, fluorescence polarization, primary screen (AID 583); 0.06% of 140,000 active; displacement, % at 20 µM; hits with a dose series show IC50 in µM; Hsp70 fluorescence polarization probe displacement, mP; higher % means a stronger effect; in the data active means displacement above about 50%;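 further: plate controls were vehicle for no effect and reference ligand for full effect; a part of the inactive calls stands beside numbers as strong as those of hits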
Active calls of the source: *; . = not tested or not shown; & = joins results of further samples. Some of the compounds tested. The share of hits here may be higher or lower than overall.

SMILES	MKP-3 inhibition	Hsp70 inhibitors
Nc1cc(C(=O)O)ccc1Nc1ccccc1	-1.0%	3.7%
CN(c1ccccc1)C(c1ccc(F)cc1)c1nnnn1C1CCCC1 (centres undefined)	7.3%	2.9%
COc1ccc(OCCNC(=S)Nc2cccc3ccccc23)cc1	4.4%	1.5%
CCOC(=O)c1cc2c(=O)n3ccccc3nc2n(CCOC)c1=NC(=O)C(C)(C)C	-2.3%	1.7%
O=C(c1cccc(N2C(=O)C3C4C=CC(C4)C3C2=O)c1)N1CCCCCC1 (centres undefined)	.	10.5%
COc1ccc(CNc2ccc(Br)cc2C(=O)O)c(OC)c1	5.0%	-0.3%
Cc1cccc(N2CCN(S(C)(=O)=O)CC2)c1C	-2.6%&3.9%	-2.9%&1.0%
COc1cccc(Nc2ncccc2C(=O)Nc2ccccc2)c1	.	-0.1%
COC(=O)c1ccc(C)c(NC(=O)CN(c2cc(OC)ccc2OC)S(C)(=O)=O)c1	-14.3%	-4.0%
CS(=O)(=O)N(CC(O)Cn1c2ccccc2c2ccccc21)c1cccc2ccccc12 (centres undefined)	.	-2.1%
COc1ccc(C)cc1NC(=O)CSc1nnc(-c2ccc(Br)cc2)o1	-8.5%	2.7%
O=C(N/N=C\c1cc(Br)cc(I)c1O)c1ccc(Br)cc1	3.3%	-2.8%
CC1CN(Cc2c(O)ccc3c(-c4ccccc4)cc(=O)oc23)CC(C)O1 (centres undefined)	-0.4%	-0.5%
CCOc1cccc(NC(=O)CSc2nncn2N)c1	-5.8%	1.8%
c1ccc2c(COn3nnc4ccccc43)cccc2c1	.	-5.0%
CN(C)S(=O)(=O)c1ccc(NC(=O)C2COc3ccccc3O2)cc1 (centres undefined)	1.7%	-0.3%
CC(C)CNC(=O)c1ccccc1NC(=O)Cc1ccc(Cl)cc1	5.2%	0.3%
Cc1ccc(-c2nn3c(C)nnc3c3ccccc23)cc1S(=O)(=O)N(C)CCO	.	-0.9%
COCCn1c(SCc2ccc(C(=O)OC)o2)nc2cc(Cl)ccc2c1=O	-3.4%	-2.5%
COc1ccc(S(=O)(=O)Nc2nc3ccccc3s2)cc1OC	.	1.5%

Some of the entries above in another layout:
MKP-3 inhibition	Hsp70 inhibitors	molecule
-5.8%	1.8%	CCOc1cccc(NC(=O)CSc2nncn2N)c1
5.2%	0.3%	CC(C)CNC(=O)c1ccccc1NC(=O)Cc1ccc(Cl)cc1

Following part.
SMILES	MKP-3 inhibition	Hsp70 inhibitors
CC12C(=O)N(Cc3ccccc3)C(=O)C1C1C=CC2C1 (centres undefined)	-3.7%	-0.9%
Cc1cccc(NC(=O)C2CCCN(C(=O)NC3CCCCC3)C2)c1C (centres undefined)	-11.6%	-8.0%
COC(=O)COc1cccc(NC(=O)c2ccccc2)c1	-7.2%	0.3%
CCOC(=O)c1c(C)c(C(=O)NCC2CCCO2)c(C)n1C (centres undefined)	-0.6%	1.6%
CC1(C)CC(=O)C2=C(C1)NCN(Cc1ccccc1)C2	-1.1%	-1.8%
c1ccc(-c2nc(NCC3CCCO3)c3ccccc3n2)nc1 (centres undefined)	-3.9%	-2.5%
O=C(CSc1ccc2c(c1)OCCO2)NCCN1C(=O)CSC1=O	-7.4%	-3.6%
O=C(Nc1ccccc1)N1CCCCC1c1cccnc1 (centres undefined)	-1.8%	2.8%
CC(C)(O)C#Cc1ccc(C(=O)N2CCCC2C(=O)O)s1 (centres undefined)	-13.3%	3.8%
CCOC(=O)C(=CNc1ccc(F)c(F)c1O)C(=O)OCC	0.6%	3.4%
Cc1ccc(C)c(NS(=O)(=O)c2ccc3c(c2)C(=NO)c2cc(S(=O)(=O)Nc4cc(C)ccc4C)ccc2-3)c1	0.5%	4.2%
COc1ccc(N(CC(=O)NCc2ccccc2)S(=O)(=O)c2ccc(C)c([N+](=O)[O-])c2)cc1	-0.5%	2.0%
COc1cc(OC)c(OC)cc1C=NN1CCN(c2ccc(Cl)cc2)CC1	1.9%	0.0%
CCOC(=O)C(C(=O)OCC)c1cc(Nc2cccc(C)c2)c2c3c(onc13)-c1ccccc1C2=O	3.2%	0.4%
O=C(CCc1nc(-c2ccccc2)no1)NCC1CCCO1 (centres undefined)	-11.7%	-4.5%
C=CCN1C(=O)/C(=C\c2ccc(C(=O)OC)cc2)C(=O)NC1=S	0.9%	4.4%
O=C(c1cccs1)N1CCN(S(=O)(=O)c2ccccc2)CC1	.	5.5%
COc1ccc(-c2nc3n(n2)C(c2ccccc2Cl)C(C(N)=O)=C(C)N3)cc1 (centres undefined)	-2.9%	.
Cc1ccc2[nH]c3nc(N/N=C/c4cc(Br)c(O)c(Br)c4)nnc3c2c1	7.3%	2.8%
O=C(CCN1C(=O)C2C3C=CC(C3)C2C1=O)NCCc1ccccc1 (centres undefined)	3.3%	2.3%
COc1ccc(C2=Nn3c(nnc3-c3cccnc3)SC2)cc1	-0.6%	2.1%
C=CCn1c(NCCO)nc2sc3c(c2c1=O)CCC3	-3.3%&2.9%	2.0%&4.2%
C=CCn1c(SCC(=O)O)nnc1-c1ccc(C(C)(C)C)cc1	0.7%	-2.1%
O=C(O)c1ccccc1C(=O)c1ccc(Cl)c(N2C(=O)C=CC2=O)c1	3.3%	2.5%
O=c1oc(-c2cccs2)nc2cc(Cl)ccc12	2.0%	-1.9%
CCOC(=O)Cn1nnc(-c2ccc(OCC(C)C)cc2)n1	2.2%	-0.5%
CCc1ccc(NC(=O)CCCOc2ccccc2)cc1	6.4%	-5.9%
Cc1ccc(C(=O)Nc2ccc(Cl)cc2)cc1[N+](=O)[O-]	-1.0%	4.4%
C=CC[N+](C)(C)C/C(Cl)=C(\Cl)c1ccccc1	.	-1.1%
COc1ccc(Cn2nnnc2C(c2cccs2)N2CCOCC2)cc1 (centres undefined)	-0.9%	7.7%

Reprinted at random: two compounds from above, in no set order.
SMILES	MKP-3 inhibition	Hsp70 inhibitors
CCOC(=O)C(C(=O)OCC)c1cc(Nc2cccc(C)c2)c2c3c(onc13)-c1ccccc1C2=O	3.2%	0.4%
CC(C)CNC(=O)c1ccccc1NC(=O)Cc1ccc(Cl)cc1	5.2%	0.3%

Further records.
SMILES	MKP-3 inhibition	Hsp70 inhibitors
COc1c(Cl)ccc(Cl)c1C(=O)Nc1c(C)cccc1C(C)C	6.1%	-5.3%
COc1ccc2c(c1)CCc1c(C(=O)NCCc3ccc(OC)c(OC)c3)noc1-2	2.5%	-3.9%
CC(C)CCC(CCC(=O)O)NC(=O)c1ccccc1 (centres undefined)	-0.6%	3.7%
Cc1cccc(C)c1OCC(=O)N/N=C/c1cccn1C	.	-0.2%
COCC(=O)N(Cc1ccc(OC)cc1)Cc1nc2ccccc2c(=O)[nH]1	1.8%	-0.8%
CC(C)OC(=O)CN1C(=O)C(C)(C)Oc2ccc(C(=O)NC3CC3)cc21	-2.1%	0.3%
CN(C)S(=O)(=O)c1ccc(C(=O)N2CCOCC2)cc1	.	1.2%
Cc1c(C(=O)CN2CCOCC2)[nH]c2ccccc12	-4.9%	0.4%
COc1ccc(NC(=O)C2CCCN2c2ccc(OC)c(OC)c2)cc1OC (centres undefined)	-4.9%	-4.9%
O=C(CN(Cc1ccccc1)S(=O)(=O)c1ccccc1)Nc1ccc(Cl)cc1Cl	-0.4%	0.8%

Continued (2 carried over from the part before).
SMILES	MKP-3 inhibition	Hsp70 inhibitors
COc1ccc(NC(=O)C2CCCN2c2ccc(OC)c(OC)c2)cc1OC (centres undefined)	-4.9%	-4.9%
O=C(CN(Cc1ccccc1)S(=O)(=O)c1ccccc1)Nc1ccc(Cl)cc1Cl	-0.4%	0.8%
CCCS(=O)(=O)c1c(S(=O)(=O)CCC)c2c3ccccc3ccn2c1C(N)=O	-4.3%&1.4%	-2.5%&-2.0%
COCCCNC(=O)c1ccc(Cn2c(=O)c3ccccc3n(Cc3ccc(C)cc3)c2=O)cc1	.	7.5%
CCOC(=O)C1=C(c2ccccc2)OC(N)=C(C#N)C1C(C)C (centres undefined)	-10.0%	-0.4%
c1ccc(CSc2nnc(-c3ccncc3)o2)cc1	-3.6%	3.4%
Cc1cccc(Cc2nnc(NC(=O)c3cccc(S(=O)(=O)N4CCOCC4)c3)s2)c1	6.4%	3.2%
CSc1ccc(/C=C(/NC(=O)c2ccc(C)cc2)c2nc3ccccc3[nH]2)cc1	2.1%	-5.4%
Nc1nnc(-c2cc3ccccc3oc2=O)s1	-1.9%	0.5%
COc1ccc(C2C(C(=O)c3cccs3)=C(O)C(=O)N2c2nncs2)cc1 (centres undefined)	-4.5%&2.9%	144.9%&109.2%
CCOc1ccc(/C=N/NC(=O)C(=O)NCc2cccnc2)cc1	-0.5%	-0.1%
CCC1c2ccc(C)n2CCN1C(=O)Nc1ccc(F)cc1 (centres undefined)	-6.9%	6.3%
COc1ccc(NC(=O)c2ccccc2NS(C)(=O)=O)cc1OC	7.0%	3.1%
COC(=O)NCc1ccc(Cl)c(Cl)c1	-7.2%	-5.8%
c1ccc2c(c1)[nH]c1c(NCC3CCCO3)ncnc12 (centres undefined)	-1.9%	0.7%
CSc1nc2c(cnn2-c2ccc(C)c(C)c2)c(=O)[nH]1	2.1%	7.1%
O=C(Cc1ccccc1)NC1(Cc2ccc(O)cc2)CCCCC1	2.5%	-1.2%
Cc1nn(-c2ccccn2)c2c1-c1nc(N)ncc1CC2	3.0%	-1.2%
CCC1=C(C(=O)OC)C(c2cc(OC)ccc2OC)C(C#N)=C(N)O1 (centres undefined)	-3.7%	2.0%
CCOC(=O)Nc1nnc(-c2ccc(OC)cc2)s1	.	-0.8%
COc1cc2c(cc1NCc1ccccn1)oc1ccccc12	-8.6%	-9.5%
Oc1ccc(CN2CCCCC2)nc1-c1ccccc1	-0.7%	4.1%
C=CCNC(=O)Nc1ccc2nc(-c3ccccc3)c(-c3ccccc3)nc2c1	5.8%	4.3%
CC(C)(C)c1ccc(COn2c(=O)c(-c3ccco3)[n+]([O-])c3ccccc32)cc1	.	-18.7%
CCOC(=O)C1CCCCN1Cc1cc(OC)ccc1OC (centres undefined)	.	2.3%
CCOc1ccc(NC(=O)CN(c2ccc(C)c(Cl)c2)S(C)(=O)=O)cc1	-1.8%	-6.0%
COc1ccc(NC(=O)N(Cc2ccc(C)cc2)Cc2ccccn2)c(OC)c1	-5.4%	3.9%
CCOc1ccc(NC(=O)CN(c2cc(OC)ccc2OC)S(C)(=O)=O)cc1	-1.3%	-4.1%
Cc1ccccc1NC(=O)CSc1ncccn1	1.2%	1.8%
O=C(Cn1ncc2c1-c1ccccc1OC2)N1CCc2ccccc21	-0.1%	-1.8%
Cc1c(-n2c(O)c(C3=c4cc([N+](=O)[O-])ccc4=NC3=O)sc2=S)c(=O)n(-c2ccccc2)n1C	10.4%	-2.1%
CC(Sc1nc(-c2ccccc2)cc(C(F)(F)F)n1)C(=O)N1CCC(C(N)=O)CC1 (centres undefined)	1.7%	-0.5%
N#CCCn1nnc(-c2ccccc2F)n1	-10.1%	.
COc1cc(OC)c(C2N(c3cc(C)on3)C(=O)C3CCCN32)cc1OC (centres undefined)	-14.0%	-0.6%
CC(C)Oc1ccc(C(=O)NCc2cccnc2)cc1	-12.8%&1.6%	2.0%&0.6%
Cc1ccc(Cn2ccc(NC(=O)c3noc4c3CCCCC4)n2)cc1	0.5%	-0.7%
O=C(c1ccc(Cl)cc1Cl)N1CCN(c2ccc(Cl)cc2)CC1	1.0%	2.2%
CCCS(=O)(=O)N1CCCC(C(=O)NCCN2CCCCC2C)C1 (centres undefined)	-2.5%	2.3%
O=C1CC(NCCc2ccccc2)C(=O)N1c1ccc(F)cc1 (centres undefined)	-0.3%	-2.4%
O=C(COc1ccc2ccccc2c1)N1CCN(c2ccccc2)CC1	2.7%	1.3%
N/C(=N\OC(=O)c1ccc(Cl)cc1)c1ccccc1	2.9%	2.9%
CC(=O)c1cccc(N=C2C(=O)Nc3ccccc32)c1	-0.4%	0.4%

Some of these compounds in order of molar mass, lowest first:
SMILES	MKP-3 inhibition	Hsp70 inhibitors
N#CCCn1nnc(-c2ccccc2F)n1	-10.1%	.
CC(C)Oc1ccc(C(=O)NCc2cccnc2)cc1	-12.8%&1.6%	2.0%&0.6%
O=C1CC(NCCc2ccccc2)C(=O)N1c1ccc(F)cc1 (centres undefined)	-0.3%	-2.4%

Continued:
SMILES	MKP-3 inhibition	Hsp70 inhibitors
Cc1c(C#N)c(N=CN(C)C)c(C#N)n1-c1ccccc1	5.2%	4.4%
CC(C)(Oc1ccc(Cl)cc1)C(=O)Nc1ncccn1	-3.0%	-1.9%
CC(C)C(NC(=O)c1ccc(N(C)S(=O)(=O)c2ccccc2)cc1)C(C)C	0.6%	4.7%
CCCOc1ccc(-c2nc(C#N)c(NCCCn3ccnc3)o2)cc1	.	-1.0%
COc1ccc(CCNC(=O)CCn2c(=O)oc3ccccc32)cc1OC	-6.1%	2.5%
COc1ccc(N2C(=O)Cn3c2nc2c3c(=O)n(C)c(=O)n2C)cc1	-1.0%	2.6%
O=C(CCC1CCCC1)Nc1ccc(F)c(F)c1	-2.1%	-3.4%
O=C(NC1=NCCS1)NC12CC3CC(CC(C3)C1)C2	-10.8%	-3.6%
NC(=O)c1cnn2c1NC(c1ccco1)CC2C(F)(F)F (centres undefined)	-3.4%	-2.6%
Cc1cc(C)cc(CC2CC(=O)N(c3cc(C)ccc3C)C2=O)c1 (centres undefined)	3.7%	0.2%
CCOc1ccc(C(=O)NCC(C)CN(C)C)cc1OCC (centres undefined)	-9.2%	-3.6%
CC(=O)c1ccc(N2CCN(C3CC(=O)N(c4ccc(C)cc4)C3=O)CC2)cc1 (centres undefined)	-4.2%	-5.9%
Cc1cc(=O)[nH]c(SCC(=O)Nc2ccccc2[N+](=O)[O-])n1	1.8%	-2.5%
O=S(=O)(c1ccc(Sc2nnc3ccccn23)nc1)N1CCOCC1	-2.7%	-4.9%
O=C(CSc1nc2[nH]ncc2c(=O)n1-c1ccccc1)N1CCCc2ccccc21	2.1%	15.9%
CCCC1=C(C(=O)OCC)C(c2ccncc2)n2ncnc2N1 (centres undefined)	.	-3.6%
